Screening results as filed in PubChem BioAssay.
TSHR antag = antagonists of human thyroid stimulating hormone receptor; actives 0.2% (n = 330,000); activity change, negative = inhibition, % at 11.5 µM; TSHR-expressing cells, TSH-stimulated cAMP HTRF, 2 h; hits give low values;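 active = activity change below a set negative limit, meaning inhibition stronger than a set level, cut at about -70% in these data; inconclusive = activity change between two set negative limits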; also: % is scaled to controls: 0 for no effect and ±100 for the full control effect
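Antagonism was scored as loss of TSH-driven cAMP in TSHR cells, stimulated with 4nM TSH (EC80) for 2 hours at 37 deg C and detected by homogeneous HTRF competition immunoassay.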
Coupling enz = inhibits coupling enzyme system, counter-screen for aldolase hits; coupling enzyme system counterscreen, AmpLite Red fluorescence; activity change, negative = inhibition, % at 58.2 µM, hits read low; actives 0.67% (n = 290,000); AID 2472; in the data active = activity change below about -30%; also: % is scaled to controls: 0 for no effect and ±100 for the full control effect
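Fluorescence at 525 nm excitation and 598 nm emission measured inhibition of the coupled detection system without aldolase. Compounds (at 57.5 uM final) were preincubated 10 min at room temperature with coupling enzyme reagent before a 20 min substrate/AmpLite Red step.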
GALK inh = inhibitors of human galactokinase; P51570; Purified GALK, Kinase-Glo residual ATP luminescence; Potency, µM (titrated, usually from 57.5 µM), for the others: at the top dose activity change, negative = inhibition, usual class: inhibitors; actives 0.007% (n = 270,000); also: potency is read from the fitted curve at half-maximal effect; % is scaled to controls: 0 for no effect and ±100 for the full control effect
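Human GALK (5 nM) with 35 uM ATP and 100 uM galactose in 20 mM HEPES pH 8.0, 5 mM MgCl2, 60 mM NaCl, 1 mM DTT, 0.01% BSA. After 1 h at room temperature, leftover ATP was read by Kinase-Glo Plus luminescence.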
KCNH2 WT inh = KCNH2 (human, wildtype) channel inhibition; actives 0.37% (n = 340,000); activity change, % at 1.84 µM; AID 720551; U2OS, BacMam KCNH2, thallium flux FluxOr; hits give low values;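 active = maximum activity change below -70%; inconclusive = maximum activity change between -70% and -50%; inactive = maximum activity change above -50%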; also: % is scaled to controls: 0 for no effect and ±100 for the full control effect
Target sequence (Q12809 whole entry, looked up): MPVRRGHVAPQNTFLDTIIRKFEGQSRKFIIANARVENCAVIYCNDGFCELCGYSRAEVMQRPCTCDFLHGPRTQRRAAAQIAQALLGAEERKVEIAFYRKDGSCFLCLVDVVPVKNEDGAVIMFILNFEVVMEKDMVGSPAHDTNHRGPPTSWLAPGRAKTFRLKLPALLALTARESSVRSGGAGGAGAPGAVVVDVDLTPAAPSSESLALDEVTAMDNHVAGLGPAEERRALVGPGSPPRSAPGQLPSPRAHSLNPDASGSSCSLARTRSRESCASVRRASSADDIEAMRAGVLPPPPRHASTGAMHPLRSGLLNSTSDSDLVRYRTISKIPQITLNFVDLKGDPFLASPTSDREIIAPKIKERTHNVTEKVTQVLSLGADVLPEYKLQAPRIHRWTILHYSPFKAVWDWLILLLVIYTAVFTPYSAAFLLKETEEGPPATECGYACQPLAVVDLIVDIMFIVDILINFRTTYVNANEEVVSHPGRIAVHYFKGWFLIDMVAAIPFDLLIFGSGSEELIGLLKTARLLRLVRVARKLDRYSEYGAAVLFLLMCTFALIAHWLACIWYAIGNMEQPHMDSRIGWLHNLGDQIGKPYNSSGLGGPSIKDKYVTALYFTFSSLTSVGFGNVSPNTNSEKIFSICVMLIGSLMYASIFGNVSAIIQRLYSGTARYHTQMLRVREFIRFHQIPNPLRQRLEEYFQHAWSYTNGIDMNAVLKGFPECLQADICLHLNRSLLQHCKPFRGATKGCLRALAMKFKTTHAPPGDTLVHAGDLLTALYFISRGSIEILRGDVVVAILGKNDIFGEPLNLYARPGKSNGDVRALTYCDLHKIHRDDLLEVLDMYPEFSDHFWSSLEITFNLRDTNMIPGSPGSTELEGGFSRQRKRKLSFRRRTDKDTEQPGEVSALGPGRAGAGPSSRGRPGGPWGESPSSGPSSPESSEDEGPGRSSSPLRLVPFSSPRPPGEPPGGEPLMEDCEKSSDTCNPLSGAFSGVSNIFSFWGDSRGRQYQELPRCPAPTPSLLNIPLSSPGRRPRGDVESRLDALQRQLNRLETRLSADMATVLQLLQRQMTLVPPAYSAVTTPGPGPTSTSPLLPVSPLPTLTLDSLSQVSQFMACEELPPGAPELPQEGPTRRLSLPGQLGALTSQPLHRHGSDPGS
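U2OS cells were transduced with wild-type KCNH2 virus (2.03 x 10^8 / mL) for 4 h at room temperature, then cultured overnight at 37 C. Thallium flux was read with FluxOr dye. Rate constants were normalized to DMSO controls.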
BCR signal inh = inhibitors of chronic active B-cell receptor signaling. ABC-DLBCL IkBa-CBG/CBR reporter, luminescence ratio, 4 h. Potency, µM (highest dose often 46.1 µM), without a hit: at the highest dose ratio change, negative = lower green/red ratio, hits mostly inhibitors. actives 0.05% (n = 340,000); active = well fitted inhibition curve with a large enough effect in the signal ratio, with a control signal flat, not every such curve was filed as active; inconclusive = small, poorly fitted or top-dose-only effect, or effect the other way, or a change in a side signal; the % refers to the signal ratio;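 also: potency is read from the fitted curve at half-maximal effect; plate controls were basal doxycycline-induced cells for no effect and cells given 10 µM MG132 for full effect; MG132 reads +100%, hits lower the ratio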
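Cell line TMD8 (human ABC DLBCL), stably expressing tet-inducible CBG68-IkBa fusion and CBR; IMDM/0.5% FBS; cpd up to 46 uM; dox induction, 4 h, 37C/5% CO2; dual luminescence; green/red ratio; MG132 control.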
TCR act = activators of T cell receptors | primary human leukocytes, anti-CD3, IL-2 HTRF, 48 h | Potency, µM (series often up to 9.22 µM), inactives show at the highest dose activation of IL-2 secretion, most hits filed as activators | 330,000 tested, under 10 active | AID 504894; also: % of control where 0% means no effect
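TCR engagement came from a-CD3 beads alone, with compounds added to primary human leukocytes for 48 hr. Secreted IL-2 bridged europium cryptate- and d2-labelled anti-IL-2 antibodies, giving FRET emission at 665nm after 320nm excitation.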
Tb PFK inh = blocks T. brucei phosphofructokinase. actives 0.17% (n = 330,000). O15648. Potency, µM (highest dose often 57.5 µM), for inactives: at the highest dose activity, negative = inhibition, most hits filed as inhibitors. T. brucei PFK, ADP-Glo luminescence;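 also: potency is read from the fitted curve at half-maximal effect; 0% = uninhibited 1x PFK enzyme wells and -100% = no-enzyme wells; nearly all actives have a fitted effect of over 60% in size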
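Activity is normalized to no-enzyme wells (full inhibition) and 1.25 nM enzyme wells (no inhibition). Reaction: 0.5 mM F6P, 0.1 mM ATP, 45 min RT, ADP-Glo luminescence; concentration-response curves fitted and classed by quality.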
Giardia killer = kills Giardia lamblia | actives 0.15% (n = 340,000) | Giardia lamblia trophozoite viability | activity change, % at 7.66 µM, hits read low; in the data active = activity change below about -80%; inconclusive = between about -30% and that limit;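 also: parasites exposed to compound for two days anaerobically before the ATP read; % is scaled to controls: 0 for no effect and ±100 for the full control effect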
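Trophozoite viability was measured as ATP-dependent luminescence, read 15-30 min after reagent addition. Before that, parasites at 100 cells/well were exposed to compounds for 48 h, anaerobically, at 37 deg C.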
A-T KAP1 phos = potential ataxia-telangiectasia treatment | […] A-T fibroblasts, KAP-1 phosphorylation AlphaLISA; neocarzinostatin DNA damage 30 min before lysis | Potency, µM (highest dose often 57.5 µM), inactives show at the top dose activation, hits mostly activators | actives 0.19% (n = 320,000) | AID 485349; also: potency is read from the fitted curve at half-maximal effect; % of control where 0% means no effect; nearly all actives have a fitted effect of over 45% in size
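ATM-like activity read as KAP-1 phosphorylation via AlphaLISA donor/acceptor antibody pairs after lysis and 6 hr at 25C. Cells were ATM-null patient fibroblasts ([…], hTERT), dosed 60 min, then exposed to the DSB inducer NCS for 30 min.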
MLL CXXC-DNA inh = blocks binding of human MLL CXXC domain to DNA. MLL-CXXC / FITC-HOXA9 DNA fluorescence polarization. Potency, µM (titrated, usually from 115 µM), without a hit: at the highest dose activity change, negative = inhibition, usual class: inhibitors. actives 0.037% (n = 290,000). AID 2662; active = well fitted inhibition curve with a large enough effect in the polarisation, with a control signal flat, not every such curve was filed as active; inconclusive = small, poorly fitted or top-dose-only effect, or effect the other way, or a change in a side signal; inactive = no such curve, though single readings can be large or run the other way; the % refers to the polarisation; also: potency is read from the fitted curve at half-maximal effect
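Fluorescence polarization: 7 uM MLL-CXXC (stock) preincubated 5 min with compounds, then 50 nM fluorescein-HOX-A9 DNA (stock) added; 30 min ambient. Buffer 50 mM Tris-HCl pH 7.5, 50 mM NaCl, 1 mM DTT, 0.05% BSA.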
The depositor's hits bear a star; ? = inconclusive; . = not tested or not shown; [ ] = dose if it differs, or a comment. Unless noted, calls follow the shape of the dose curve; as a rule, active = well fitted curve in the direction sought with a large enough effect; inconclusive = small, poorly fitted or top-dose-only effect, or another doubt; inactive = no such curve, though single readings can be large; an effect the other way counts as inactive or inconclusive.

SMILES | TSHR antag | Coupling enz | GALK inh | KCNH2 WT inh | BCR signal inh | TCR act | Tb PFK inh | Giardia killer | A-T KAP1 phos | MLL CXXC-DNA inh
Cc1ccc(OCC(=O)NCCCNC(=O)c2cccnc2)cc1 | 5 | 0 | -1% | -2 | 4% | -3% | 2% | -20 | 7% | 5%
COc1cccc(NC(=O)CN(C)C(=O)c2c(C)nn(Cc3ccc(C)cc3)c2Cl)c1 | 2 | . | . | 2 | -8% | -8% | 8% | -1 | -3% | .
OC(COc1ccccc1)Cn1c2ccccc2c2ccccc21 (stereo not drawn) | -4 | -1 | 2% | -2 | 7% | 1% | -1% | 3 | 4% | 25%
O=c1c2[nH]c3ccc(F)cc3c2ncn1CC1CCCO1 (stereo not drawn) | 5 | 0 | -2% | -8 | 5% | 4% | 2% | 0 | -3% | -1%
CN(C)c1ccc(NS(=O)(=O)c2cc(Cl)ccc2Cl)cc1 | -3 | -2 | 1% | -10 | -9% | 1%[46.1 µM] | 1% | -2 | -2% | -2%
CCc1cccc(NC(=O)Nc2ccc3c(c2)OCO3)c1 | -10 | 0 | 3% | -18 | ? | 2% | 1% | 6 | -2% | -9%
COCCNC(=O)CSc1ncnc2sc(-c3ccccc3)cc12 | 12 | 4 | -3% | 11 | 4% | -1% | -3% | 8 | 0% | 0%
Cc1ccc(NC(=O)Cc2c(C(=O)O)n(C)c3ccccc23)cc1F | -1 | 4 | -1% | -2 | ? | -4% | 0% | 0 | 0% | 14%
COc1ccccc1Nc1nc(N)nc(CN2CCN(Cc3ccc4c(c3)OCO4)CC2)n1 | 24 | 0 | -2% | -49 | ? | 7% | 0% | 5 | ? | 0%
CCCOc1ccc(-c2cn3ccccc3n2)cc1[N+](=O)[O-] | -14 | -8 | . | 6 | ? | -3% | 4% | -17 | 0% | -5%
O=C1NC2(CCCc3ccccc32)C(=O)N1Cc1nnc(-c2ccccc2Br)o1 (stereo not drawn) | 2 | 1 | 1% | 2 | ? | . | 0% | 9 | -10% | -4%
C=CCn1c(SCc2nc3sc(C(=O)O)c(C)c3c(=O)[nH]2)nnc1-c1ccccc1 | 1 | 5 | 0% | -11 | -1% | -4% | 0% | 12 | 4% | -15%
CCOC(=O)c1cc(-c2ccccc2)sc1NC(=O)CSc1nncs1 | -10 | 0 | -1% | -4 | 28% | -1%[46.1 µM] | 0% | -9 | -4% | 2%
Cc1cc(C)n(C(=O)c2ccc(C)c(S(=O)(=O)N3CCCCC3)c2)n1 | 8 | 3 | 1% | -10 | 3% | 1% | 5% | -2 | -1% | -4%
CC(OC(=O)CSc1ccc([N+](=O)[O-])cc1)C(=O)NC1CC1 (stereo not drawn) | -1 | . | . | 20 | 0% | -4% | -4% | -3 | -5% | .

Brought forward from above: 2 compounds; new compounds follow.
SMILES | TSHR antag | Coupling enz | GALK inh | KCNH2 WT inh | BCR signal inh | TCR act | Tb PFK inh | Giardia killer | A-T KAP1 phos | MLL CXXC-DNA inh
Cc1cc(C)n(C(=O)c2ccc(C)c(S(=O)(=O)N3CCCCC3)c2)n1 | 8 | 3 | 1% | -10 | 3% | 1% | 5% | -2 | -1% | -4%
CC(OC(=O)CSc1ccc([N+](=O)[O-])cc1)C(=O)NC1CC1 (stereo not drawn) | -1 | . | . | 20 | 0% | -4% | -4% | -3 | -5% | .
CC1=C(C#N)C(Nc2ccc(Cl)cn2)(C(F)(F)F)C(=O)N1 (stereo not drawn) | 26 | 4 | -1% | 0 | 3% | -2% | 0% | 15 | -11% | 18%
COC(=O)CS(=O)(=O)c1cc([N+](=O)[O-])ccc1NC(=O)OC | 3 | 1 | -2% | -20 | -4% | 4% | 2% | 3 | 0% | -6%
CCCN(CCC)CCNS(=O)(=O)c1ccc2c(c1)CCN2C(=O)C1CCC1 | 0 | 1 | 1% | 5 | 5% | 2% | -1% | -2 | -6% | 20%
O=C(Nc1ccc(Oc2cccnc2)cc1)C1CCN(Cc2ccc(F)cc2)CC1 | 10 | . | -2% | -19 | 0% | -5% | -3% | 9 | 1% | -5%
CC1(C)CC(NC(=O)COc2ccc3c4c(c(=O)oc3c2)CCCC4)CC(C)(C)N1 | -3 | 5 | 8% | 1 | 0% | 2% | -2% | -16 | 6% | 1%
CSc1ncccc1C(=O)OCc1ccccc1F | 15 | 0 | 1% | -5 | ? | -8% | 3% | -4 | 11% | 20%
O=c1[nH]c(C2CCCN(S(=O)(=O)c3ccccc3Cl)C2)nc2c1nnn2Cc1ccc2c(c1)OCCO2 (stereo not drawn) | -12 | . | 4% | 17 | -12% | 8% | -3% | 39[activator] | -6% | 4%
O=C(c1ccccn1)N(c1ccccc1)C1(C(=O)NC2CCCCC2)CCCCC1 | 6 | 0 | 12% | 2 | -2% | . | -5% | 15 | 0% | 20%
C=CCc1cccc2cc(C(=O)Nc3ccc(NC(C)=O)cc3)c(=O)oc12 | -11 | 1 | 11% | -8 | -3% | 0% | 0% | 2 | -1% | -1%
Cc1cccc(OCc2nn[nH]n2)c1C | -1 | -1 | 0% | -15 | 3% | 0% | 0% | 21 | 4% | -5%
O=C1c2cccc3cccc(c23)C(=O)N1c1ccccn1 | 25 | 0 | -1% | . | 0% | -7% | -2% | 1 | -5% | 5%
O=[N+]([O-])c1ncccc1OCc1ccc(Br)cc1F | 15 | -3 | 0% | -11 | 0% | -10% | -4% | -1 | -2% | -8%
CC(=O)Nc1ccc(S(=O)(=O)N2CCN=C2SCc2cccc(C)c2)cc1 | -1 | -3 | 2% | -6 | -17% | -1% | 0% | 4 | 0% | -6%
Nc1nc(Nc2ccc(Cl)cc2)nc(NCc2ccco2)c1[N+](=O)[O-] | 1 | -1 | 3% | 18 | ? | -6% | -10% | -12 | 3% | -3%
O=C(CCCc1ccccc1)NCc1cn2ccsc2n1 | -6 | 0 | 1% | 31 | 9% | -5% | -7% | 2 | 2% | 7%
COCCn1c(C23CC4CC(CC(C4)C2)C3)n[nH]c1=S | -20 | 2 | 0% | -1 | ? | 0% | 0% | 9 | -4% | 0%
COc1cc(C(=O)NNC(=O)c2n[nH]c3ccccc23)cc(OC)c1OC | -19 | . | . | -7 | -13% | 9% | -1% | -21 | 11% | .
Cc1ccc(S(=O)(=O)CC(=O)N(CCCN2CCOCC2)c2nc3c(F)cccc3s2)cc1 | 0 | . | . | 3 | 5% | 1% | 0% | -8 | 2% | .
CCCn1c(=S)[nH]c2cc(C(=O)N3CCN(C4CCCCC4)CC3)ccc2c1=O | 4 | 2 | -10% | 6 | 6% | 4% | 1% | -8 | -5% | 2%
CC1(C)CC(=O)C2=C(C1)c1c(ccc3ccccc13)NC2c1ccc(C(=O)O)cc1 (stereo not drawn) | -2 | 1 | 1% | -7 | ? | 2% | 2% | 13 | 20% | -3%
CC(C)(CO)Nc1nc(Cl)nc(NC2CCCCC2)n1 | -8 | 0 | -1% | 8 | ? | -1% | 1% | -29 | 3% | 4%
CCOC(=O)CSc1nc(-c2ccccc2)nc2ccccc12 | 19 | 0 | -1% | -15 | -2% | -6% | 0% | -13 | 6% | 7%
C=Cc1ccc2c(c1)OCCOCCOCCOCCOCCO2 | 1 | 1 | 9% | -1 | 1% | -1% | 3% | -9 | 0% | -1%
Fc1ccc(F)c(NC2=NCCCCC2)c1 | 1 | 2 | 16% | -1 | -3% | 1% | -1% | -16 | 2% | -14%
COC(=O)c1ccccc1NC(=O)NCC1CCCO1 (stereo not drawn) | 5 | 2 | -2% | -2 | 4% | 1% | -4% | 2 | -15% | 2%
COc1ccc(N(CC(=O)NCc2cccs2)S(=O)(=O)c2cccc(C)c2)cc1 | 1 | . | . | 12 | 3% | 1% | -6% | -2 | 2% | .
COc1ccc(-c2nc(-c3ccc(Br)o3)no2)cc1 | -6 | 0 | 0% | 3 | 14% | -1% | -3% | -29 | 4% | 2%
CCOC(=O)c1cnc2c(C#N)c(C)nn2c1C | -1 | 11 | 0% | 8 | 7% | -3% | 0% | -14 | -3% | -5%
Cc1ccc(NC(=O)CN2C(=O)CCSc3ccc(S(=O)(=O)N4CCCC4)cc32)cc1C | 5 | 2 | 8% | 0 | 1% | 7% | 0% | 11 | -4% | -7%
c1ccc(COC2CCCN(Cc3nc(-c4cccs4)no3)C2)nc1 (stereo not drawn) | -4 | 2 | -1% | -17 | ? | 0% | -6% | -2 | -5% | -6%
C#CCOCCOCCOCCNc1nc(N2CCN(C(=O)[C@H](CO)n3cc([C@@H](N)C(C)C)nn3)CC2)nc(N2CCN(C(=O)[C@H](CCC(=O)O)n3cc([C@@H](N)[C@H](C)CC)nn3)CC2)n1 | -3 | . | . | 0 | -1% | 3% | 0% | 6 | 20% | .
O=C(O)c1cccc(NC(=O)c2cccc(S(=O)(=O)N3CCc4ccccc4C3)c2)c1 | -7 | 11 | -2% | 21 | 4% | -6% | 5% | 21 | 1% | -2%

Rows were taken by chance; overall some 1.6% were active at least once.
